Screening data from PubChem.
IMPase Li cell: membrane-permeable IMPase blocker, potentiated with lithium; CHO-M1 cells, IP1 TR-FRET (IP-One), carbachol + lithium; Potency, µM (highest dose often 59.4 µM), for the others: at the highest dose activity, negative = IMPase inhibition, actives largely listed as inhibitors; 0.35% of 210,000 active; AID 1457;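 also: IP1 builds up when IMPase is blocked and the TR-FRET signal falls; plate controls were basal vehicle for no effect and high inhibitor control for full effect; nearly all actives have a fitted effect of over 50% in size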
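Test compounds were applied to CHO-M1 cells previously cultured for 16–30 h at 2000 per well. A small lithium amount accompanied them; after 30 min at 37C, IP1 was quantified by TR-FRET.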
NPSR antag: neuropeptide S receptor (human) antagonism, cAMP | CHO-NPSR cells, cAMP TR-FRET, antagonist mode | Potency, µM (top dose mostly 38.3 µM), for the others: top-dose activity change, negative = inhibition, usual class: inhibitors | 1% of 220,000 active; also: % is scaled to controls: 0 for no effect and ±100 for the full control effect; nearly all actives have a fitted effect of over 50% in size; many of its hits are not listed in these tables
Target sequence (Q6W5P4 whole entry, looked up): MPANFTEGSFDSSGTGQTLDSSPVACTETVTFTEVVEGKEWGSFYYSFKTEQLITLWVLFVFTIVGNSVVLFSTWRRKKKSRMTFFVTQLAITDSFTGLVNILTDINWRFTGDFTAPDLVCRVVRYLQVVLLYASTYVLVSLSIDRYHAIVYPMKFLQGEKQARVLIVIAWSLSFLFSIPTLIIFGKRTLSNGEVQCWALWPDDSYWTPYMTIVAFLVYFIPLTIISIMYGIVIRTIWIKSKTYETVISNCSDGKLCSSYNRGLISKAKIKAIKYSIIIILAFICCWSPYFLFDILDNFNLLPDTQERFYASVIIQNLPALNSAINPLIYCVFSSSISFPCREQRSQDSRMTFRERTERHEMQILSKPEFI
KinaseGlo FLuc: Kinase-Glo luciferase inhibition (counter-screen). 0.28% of 200,000 active. AID 1379. Q27757. Potency, µM (titrated, usually from 38.3 µM), for inactives: at the highest dose activity change, negative = inhibition, usual class: inhibitors. Kinase-Glo luciferase, ATP luminescence, 8 min; also: % is scaled to controls: 0 for no effect and ±100 for the full control effect; nearly all actives have a fitted effect of over 60% in size
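Light output from Kinase-Glo luciferase with luciferin and 10 uM ATP in 50 mM imidazole pH 7.2, KCl, MgCl2, Tween 20, BSA; compound pin-delivered, 8-min ambient incubation, then luminescence read.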
KDM4E inh: inhibitors of human JMJD2E histone demethylase. JMJD2E catalytic domain, FDH-coupled NADH fluorescence (FDH is formaldehyde dehydrogenase). AID 2147. Potency, µM (highest dose often 57.1 µM), for the others: at the highest dose activity change, negative = inhibition, most hits filed as inhibitors. 1.6% of 230,000 active. B2RXH2; active = well fitted inhibition curve with a large enough effect, not every such curve was filed as active; inconclusive = small, poorly fitted or top-dose-only effect, or another doubt; inactive = no such curve, though single readings can be large or run the other way;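 also: 0% = wells with enzyme and -100% = buffer wells without enzyme; nearly all actives have a fitted effect of over 50% in size; many of its hits are not listed in these tables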
Epigenetic reg: epigenetic control regulation, reporter derepression | Potency, µM (series often up to 53.9 µM), for the others: at the top dose GFP activation, actives largely listed as activators | 0.2% of 280,000 active | murine LDR cells, GFP reporter derepression, 30 h; also: % of control where 0% means no effect; nearly all actives have a fitted effect of over 60% in size
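Murine LDR cells carrying a silenced, genomically integrated CMV-driven GFP reporter were exposed to compound for 30 hours at 37 C. After PBS washes, GFP-positive cells (20–120 um objects) were counted by laser-scanning microplate cytometry.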
RECQ1 inh: inhibitors of human RECQ1 DNA helicase | 0.54% of 240,000 active | Potency, µM (doses to about 57.3 µM), without a hit: at the highest dose activity, negative = inhibition, most hits filed as inhibitors | RECQ1 DNA unwinding, red fluorescence kinetic read | P46063;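 also: plate controls were vehicle for no effect and no enzyme for full effect; nearly all actives have a fitted effect of over 30% in size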
Target sequence (P46063 whole entry, looked up): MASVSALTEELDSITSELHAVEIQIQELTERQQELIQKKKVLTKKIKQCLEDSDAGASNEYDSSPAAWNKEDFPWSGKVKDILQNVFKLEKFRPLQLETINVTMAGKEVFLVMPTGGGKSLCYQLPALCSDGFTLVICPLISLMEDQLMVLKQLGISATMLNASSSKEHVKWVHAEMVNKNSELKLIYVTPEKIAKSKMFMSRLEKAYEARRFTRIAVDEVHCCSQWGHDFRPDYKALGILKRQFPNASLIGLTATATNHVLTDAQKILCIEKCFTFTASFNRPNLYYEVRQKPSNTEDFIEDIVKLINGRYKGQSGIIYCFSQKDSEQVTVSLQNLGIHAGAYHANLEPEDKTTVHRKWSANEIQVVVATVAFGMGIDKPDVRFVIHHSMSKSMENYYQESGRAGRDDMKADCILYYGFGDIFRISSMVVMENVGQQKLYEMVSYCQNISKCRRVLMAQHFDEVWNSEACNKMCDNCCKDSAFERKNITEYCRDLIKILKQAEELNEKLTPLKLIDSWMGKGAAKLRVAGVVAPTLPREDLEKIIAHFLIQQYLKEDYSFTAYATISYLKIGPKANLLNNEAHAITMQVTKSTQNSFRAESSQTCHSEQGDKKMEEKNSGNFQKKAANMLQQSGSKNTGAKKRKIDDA
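RECQ1T1 50 nM; forked duplex (20 bp + 30-nt ss tails) 200 nM, ATP 2 mM final; pH 8.0, 2 mM MgCl2, 2.5 ug/ml poly(dI-dC); 15 min compound preincubation; discontinuous kinetic read over 2 h at RT.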
SMN2 splice enh: SMN2 splice variant enhancement; HEK293 SMN2-luciferase splicing reporter, luminescence, 30-36 h; Potency, µM (top dose mostly 46.1 µM), without a hit: top-dose activity change, positive = activation, most hits filed as activators; 2.8% of 210,000 active; also: % of control where 0% means no effect; nearly all actives have a fitted effect of over 55% in size
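qHTS luciferase splicing reporter: luminescence rises when SMN2 exon 7 is included in transfected HEK293 cells. Compound exposure lasted 30-36 h at 37C, with 4.5 mM final sodium butyrate as control, followed by a ONE-Glo read.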
GoLoco inh red: blocks human Gai1 binding to RGS12 GoLoco peptide, red readout | P63096 | Gai1:RGS12 GoLoco peptide FP, rhodamine, 10 min | Potency, µM (highest dose often 61.6 µM), for inactives: top-dose activity, negative = inhibition, actives largely listed as inhibitors | 0.44% of 230,000 active | AID 880; active = well fitted inhibition curve with a large enough effect, not every such curve was filed as active; inactive = no such curve, though single readings can be large or run the other way; also: % is scaled to controls: 0 for no effect and ±100 for the full control effect; nearly all actives have a fitted effect of over 30% in size; many of its hits are not listed in these tables
The depositor's hits bear a star; i = inactive; ? = inconclusive; · = no result given; & = joins results of further samples; [ ] = dose if it differs, or a comment. Unless noted, calls follow the shape of the dose curve; as a rule, active = well fitted curve in the direction sought with a large enough effect; inconclusive = small, poorly fitted or top-dose-only effect, or another doubt; inactive = no such curve, though single readings can be large; an effect the other way counts as inactive or inconclusive. Potency is read from the fitted curve at half-maximal effect. An excerpt; the hit share may differ from the screen's.

Letters – A = IMPase Li cell; B = NPSR antag; C = KinaseGlo FLuc; D = KDM4E inh; E = Epigenetic reg; F = RECQ1 inh; G = SMN2 splice enh; H = GoLoco inh red
Cc1cccc(-c2nnc(N)s2)c1
  A: ?	B: 3%[46.1 µM]	C: 1%	D: 2%	E: -0.2%	F: -8%	G: 0%	H: 2%
O=C(CN(Cc1ccco1)C(=O)c1ccc(Cl)cc1)Nc1c(Cl)cc(Cl)cc1Cl
  A: 15%	B: -2%	C: -1%	D: -3%	E: 4.5%	F: 3%	G: -6%	H: 3%
CCCS(=O)(=O)N1CCC(C(=O)NC2CCCC(C)C2C)CC1 (stereo not given)
  A: 11%[38.3 µM]	B: -3%[46.1 µM]	C: 7%	D: -3%	E: -3.3%	F: 12%	G: 24%	H: -9%
O=C(c1ccccc1)N1CCSc2sccc2C1=O
  A: 7%	B: -7%	C: -3%	D: 4%	E: -0.1%	F: i	G: -14%	H: 1%
Cc1ccc(S(=O)(=O)N2CCC(C(=O)O)(c3ccccc3)CC2)cc1
  A: 0%	B: ·	C: -7%[7.66 µM]	D: ·	E: ·	F: ·	G: 11%[9.22 µM]	H: 7%[14.2 µM]
COC(=O)CC1C(=O)NC2CCCCC2N1C(=O)CCl (stereo not given)
  A: ·	B: 4%	C: ·	D: -2%	E: -7.3%	F: -9%	G: ·	H: 8%
CCCCC(CC)C(=O)NCCc1ccc(S(N)(=O)=O)cc1 (stereo not given)
  A: 0%[38.3 µM]	B: -15%[7.67 µM]	C: 9%	D: 16%	E: -3.1%	F: -10%	G: 2%	H: 12%
CC(CNC(=O)c1ccc(C(C)(C)C)cc1)CN(C)C (stereo not given)
  A: -2%	B: 11%	C: -1%	D: -7%	E: ?	F: -9%	G: 3%	H: -24%
COc1ccc(-c2cc(C(=O)Nc3cccc(S(=O)(=O)NCc4ccco4)c3)c3ccccc3n2)cc1OC
  A: 3%	B: -5%	C: 0%	D: ?	E: 0.9%	F: i	G: 22%	H: -6%
CCc1cc2cc(C)cc(C)c2[nH]c1=S
  A: -9%	B: 13%	C: 1%	D: 5%	E: -7.0%	F: -8%	G: 0%	H: 5%
COc1ccc(C2SCCN2C(=S)Nc2ccc(Cl)cc2)cc1 (stereo not given)
  A: 7%	B: -22%[46.1 µM]	C: 1%	D: -12%	E: 3.6%	F: -15%	G: -10%	H: 2%
O=C(O)Cc1cc(I)c(Oc2cc(I)c(O)c(I)c2)c(I)c1
  A: -5%	B: ·	C: -7%	D: 11%	E: 8.8%	F: -4%	G: -5%	H: -5%
CCCCNC(=O)CCn1nc(-c2ccccc2)ccc1=O
  A: -27%[38.3 µM]	B: 8%[46.1 µM]	C: 0%	D: -4%	E: -1.0%	F: -6%	G: -1%	H: 7%
Cc1csc(NC(=O)c2cccc(S(=O)(=O)N3CCN(C)CC3)c2)n1
  A: 2%	B: 1%	C: 4%	D: 3%	E: -3.4%	F: -1%	G: 2%	H: 15%
O=S(=O)(NCCSc1ccccc1)c1ccc2c(c1)OCCO2
  A: 13%[38.3 µM]	B: -1%[46.1 µM]	C: -3%	D: 1%	E: 0.0%	F: i	G: 2%	H: 2%
CN(C(=O)Cn1nnc(-c2cccc(C(F)(F)F)c2)n1)C1CCCCC1
  A: -3%[38.3 µM]	B: -15%[46.1 µM]	C: -1%	D: -4%	E: 0.0%	F: -1%	G: -11%	H: 5%
O=S(=O)(c1ccc(Cl)c(NC(=S)Nc2cccc(O)c2)c1)N1CCOCC1
  A: 0%	B: 4%	C: 4%	D: -5%	E: -0.8%	F: -7%	G: 2%	H: 3%
CCOC(=O)c1ccc(COC(=O)c2cc(=O)[nH]c3ccccc23)o1
  A: 19%[38.3 µM]	B: -5%[46.1 µM]	C: 0%	D: ?	E: -0.8%	F: -12%	G: -1%	H: 14%
Cc1ccc(-c2csc(NC(=O)c3cccc([N+](=O)[O-])c3C(=O)O)n2)cc1
  A: -3%	B: 33%	C: -2%	D: 2%	E: 0.0%	F: -3%	G: -6%	H: 3%
O=[N+]([O-])c1ccc(F)cc1F
  A: 9%	B: ·	C: ·	D: ·	E: ·	F: 8%	G: 2%	H: 1%
COc1cccc(C(=O)Nc2nnc(C3CCCO3)s2)c1 (stereo not given)
  A: 16%[38.3 µM]	B: -11%[46.1 µM]	C: -1%	D: -2%	E: 0.4%	F: -8%	G: 11µM*	H: 4%
COc1ccc(NC(=O)CCC(=O)N/N=C/c2ccc([N+](=O)[O-])s2)cc1
  A: -6%	B: -26%[46.1 µM]	C: 1%	D: 0%	E: 14%	F: 0%	G: -37%[inhibitor]	H: 3%
COc1cc(C2C(C#N)=C(C)NC3=C2C(=O)CC(C)(C)C3)ccc1O (stereo not given)
  A: 35%[38.3 µM]	B: -19%[46.1 µM]	C: 2%	D: 13µM*	E: -2.2%	F: 11%	G: 19%	H: -5%
CC(=O)c1c(C)[nH]c(=S)c(C#N)c1-c1ccc(F)cc1
  A: ·	B: -16%	C: ·	D: -4%	E: 5.2%	F: 0%	G: ·	H: -5%
CNC(=O)[C@@H](Cc1ccccc1)N(C)C(=O)[C@@H](Cc1ccc2ccccc2c1)N(C)C(=O)/C=C/CC(C)(C)N
  A: 7%	B: ·	C: -3%	D: -2%	E: -2.1%	F: -9%	G: 8%	H: 2%
CCOC(=O)c1sc(NC(=O)CSC(=S)N2CCOCC2)nc1C
  A: ·	B: 2%	C: ·	D: -7%	E: 1.1%	F: -8%	G: ·	H: 8%
Cc1cn(-c2cc(C(=O)Nc3ccc(C)c(NC(=O)N4CCNC4=O)c3)cc(C(F)(F)F)c2)cn1
  A: ·	B: 14%	C: ·	D: ?	E: 1.5%	F: ?	G: ·	H: 5%
CCOc1ccc(C(=O)NCC(c2cccs2)N(C)C)cc1 (stereo not given)
  A: -8%	B: 10%	C: 6%	D: 7%	E: 2.2%	F: 3%	G: -6%	H: 7%
O=C(NNC1=Nc2cccc3cccc1c23)c1ccccc1Br
  A: 19%	B: -37%	C: -2%	D: 2%	E: 5.7%	F: 0%	G: -23%[1.84 µM]	H: 4%
S=c1nc[nH]c2c1sc1nc(N3CCOCC3)c3c(c12)CCCC3
  A: 11µM*	B: -39%	C: 2%	D: -86%	E: 1.3%	F: 2%	G: ?	H: 119%[activator]

The last two entries of the section above are carried over, then new ones follow.
Letters – A = IMPase Li cell; B = NPSR antag; C = KinaseGlo FLuc; D = KDM4E inh; E = Epigenetic reg; F = RECQ1 inh; G = SMN2 splice enh; H = GoLoco inh red
O=C(NNC1=Nc2cccc3cccc1c23)c1ccccc1Br
  A: 19%	B: -37%	C: -2%	D: 2%	E: 5.7%	F: 0%	G: -23%[1.84 µM]	H: 4%
S=c1nc[nH]c2c1sc1nc(N3CCOCC3)c3c(c12)CCCC3
  A: 11µM*	B: -39%	C: 2%	D: -86%	E: 1.3%	F: 2%	G: ?	H: 119%[activator]
CCOC(=O)C1CCCN(C(=O)c2cn(C)c3ccc(S(=O)(=O)N4CCCC4)cc3c2=O)C1 (stereo not given)
  A: 1%[38.3 µM]	B: -7%[46.1 µM]	C: 2%	D: -6%	E: -1.0%	F: i	G: 11µM*	H: -1%
CCCOC(=O)Cn1c(=O)c2cc3c(=O)n(CC(=O)OCCC)c(=O)c3cc2c1=O
  A: 16%[38.3 µM]	B: 1%[46.1 µM]	C: -2%	D: 10%	E: -1.0%	F: i	G: ·	H: 5%
Cc1ccc(/C=N\NC(=O)c2cncc(Br)c2)o1
  A: -4%	B: -29%	C: 2%	D: ?	E: -7.3%	F: -2%	G: -1%	H: -4%
Cc1ccccc1OCC(O)CN (stereo not given)
  A: -17%[38.3 µM]	B: 7%[46.1 µM]	C: -3%	D: 1%	E: -0.7%	F: i	G: -5%	H: 7%
Cc1ccc(S(=O)(=O)N2CCCCC2)cc1NC(=O)c1ccc2c(=O)n3c(nc2c1)CCCCC3
  A: 9%	B: 8%	C: 1%	D: 6%	E: 1.1%	F: -3%	G: -45%[inhibitor]	H: -5%
O=[N+]([O-])c1cc(/C=N/Nc2nc(N3CCOCC3)nc(N3CCOCC3)n2)ccc1Cl
  A: ·	B: -10%[46.1 µM]	C: ·	D: 0%	E: -0.9%	F: -1%	G: ·	H: ·
CC(=O)N1CCC2(CC1)NC(=O)N(c1ccccc1)N2
  A: -9%	B: 9%	C: 4%	D: -1%	E: 8.2%	F: 3%	G: -35%	H: -5%
CCOc1cc(C(=O)CCC(=O)OCC(=O)NC(=O)NCC(C)C)ccc1O
  A: ·	B: 8%	C: ·	D: -3%	E: 2.3%	F: -10%	G: ·	H: -1%
CC(=O)NC(C)c1nc2ccccc2n1CC(=O)NC(C)CCc1ccccc1 (stereo not given)
  A: 1%	B: 10%	C: 1%	D: -6%	E: -3.2%	F: -10%	G: -26%	H: 20%
C(=N/N1CCN(c2ccccc2)CC1)/c1cccs1
  A: 10%	B: -9%[46.1 µM]	C: 1%	D: 1%	E: -2.4%	F: -14%	G: ?	H: 0%
O=S(=O)(N=S(N1CCCCC1)N1CCCCC1)c1ccccc1
  A: -17%[38.3 µM]	B: -13%[46.1 µM]	C: -7%	D: ?	E: -2.1%	F: -4%	G: -8%	H: 3%
Cc1cccc(-n2c3nc(=O)[nH]c(=O)c-3cc3c(C)nn(-c4ccccc4)c32)c1C
  A: -3%	B: -6%	C: 1%	D: ?	E: 0.5%&0.0%	F: -10%	G: -2%&1%	H: 9%
c1ccc(Nc2nc(-c3ccncc3)cs2)cc1
  A: 6%	B: 8%	C: -2%	D: 3%	E: -1.0%	F: 3%	G: ?	H: 5%
CC(=O)c1ccc(N2CCN(C(=O)c3ccc4ccccc4n3)CC2)cc1
  A: 7%	B: -17%	C: -3%	D: -13%	E: -1.9%	F: -8%	G: -4%	H: 6%

Part of the list above with just SMN2 splice enh and GoLoco inh red:
Molecule | SMN2 splice enh | GoLoco inh red
CC(=O)N1CCC2(CC1)NC(=O)N(c1ccccc1)N2 | -35% | -5%
Cc1ccc(S(=O)(=O)N2CCCCC2)cc1NC(=O)c1ccc2c(=O)n3c(nc2c1)CCCCC3 | -45%[inhibitor] | -5%
CC(=O)NC(C)c1nc2ccccc2n1CC(=O)NC(C)CCc1ccccc1 (stereo not given) | -26% | 20%
